HEK293 tox – qHTS of GLP-1 Receptor Inverse Agonists: Cytotox Screen. AID 624418, 2012. HEK293 cAMP-luciferase reporter cells, luminescence, 24 h. 410,000 tested, 0.13% active. Potency, µM (top dose mostly 38.3 µM), without a hit: at the highest dose activity change, negative = inhibition, usual class: inhibitors;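 further: loss of luciferase light is scored as toxicity; potency means the concentration at half of the fitted maximal effect; on the % scale 0 is the no-effect control and ±100 the full control effect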
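A 23 nL compound transfer followed 12 hours of cell culture at 37 deg C; exposure then lasted 24 hr. Luciferase assay detection reagent was dispensed and plates read for luminescence after a 12 min room-temperature wait.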
KB-V1 MDR tox – qHTS assay for MDR1-selective chemotherapeutics: Primary screen using the drug-selected MDR subline cells KB-V1; KB-V1 MDR cells viability, CellTiter-Glo, 72 h; Potency, µM (titrated, usually from 46.1 µM), for inactives: top-dose activity change, negative = cytotoxicity, usual class: cytotoxic; 400,000 tested, 3.4% active; further: potency means the concentration at half of the fitted maximal effect; on the % scale 0 is the no-effect control and ±100 the full control effect; nearly all actives have a fitted effect of over 60% in size
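KB-V1 MDR subline cells in DMEM (phenol-red free, 10% FBS) exposed to compounds in qHTS concentration series for 72 h at 37 degrees C. Viability read by CellTiter-Glo luminescence; concentration-effect curves fitted after normalization and correction.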
KB-3-1 tox – qHTS assay for MDR1-selective chemotherapeutics: Primary screen using the parental adenocarcinoma cell KB-3-1; KB-3-1 viability, CellTiter-Glo ATP luminescence, 72 h; Potency, µM (highest dose often 46.1 µM), for inactives: at the highest dose activity change, negative = cytotoxic, usual class: cytotoxic; 400,000 tested, 1.4% active; AID 1347075, 2019; further: potency means the concentration at half of the fitted maximal effect; on the % scale 0 is the no-effect control and ±100 the full control effect; nearly all actives have a fitted effect of over 60% in size
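KB-3-1 parental drug-naive adenocarcinoma cells in DMEM/10% FBS, incubated 72 h at 37 C with pin-transferred compounds across a concentration series. Viability by CellTiter-Glo luminescence; concentration-response curves fitted after normalization.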
HT1080-NT tox – qHTS for induction of synthetic lethality in tumor cells producing 2HG: qHTS for the HT-1080-NT fibrosarcoma cell line. HT-1080-NT fibrosarcoma viability, CellTiter-Glo ATP luminescence, 48 h. Potency, µM (top dose mostly 46.1 µM), for the others: top-dose activity, negative = less viability, most hits filed as cytotoxic. 360,000 tested, 1.6% active;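 further: NT is the 2HG producing partner of a matched IDH1 knockdown line; potency means the concentration at half of the fitted maximal effect; 0% = DMSO-treated cells and -100% = media-only wells without cells; nearly all actives have a fitted effect of over 55% in size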
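Fibrosarcoma NT cells, 750 per well in 5% FBS RPMI, were exposed to compound for 48 hours. Viability: CellTiter-Glo luminescence.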
HT1080 IDH1KD tx – qHTS for induction of synthetic lethality in tumor cells producing 2HG: qHTS for the HT-1080-IDH1KD cell line; HT-1080 IDH1 knockdown viability, ATP luminescence, 48 h; 360,000 tested, 2% active; Potency, µM (titrated, usually from 46.1 µM), without a hit: top-dose activity, negative = toxicity, actives largely listed as cytotoxic;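 further: potency means the concentration at half of the fitted maximal effect; 0% = DMSO wells and -100% = cell-free medium wells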
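HT-1080-IDH1KD cells (IDH1 knocked down), 750/well in RPMI with 5% FBS, treated with compound 48 h at 37 degrees C. Viability by CellTiter-Glo luminescence, normalised to DMSO and no-cell wells; concentration-response curves classed.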
SW480 rerep – A quantitative high throughput screen for small molecules that induce DNA re-replication in SW480 colon adenocarcinoma cells; SW480 DNA re-replication, Hoechst DNA content imaging, 48 h; Potency, µM (titrated, usually from 46.1 µM), for inactives: at the highest dose re-replication activation, usual class: activators; 340,000 tested, 1.8% active; AID 624297, 2012; further: potency means the concentration at half of the fitted maximal effect; % of control where 0% means no effect; nearly all actives have a fitted effect of over 55% in size
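SW480 cells exposed to compounds for 48 hr at 37 C, 5% CO2, then Hoechst-stained 40 min. Nuclear DNA content imaged by fluorescence scanning (405 nm excitation, 500-530 nm emission); re-replication scored as increased high-intensity nuclei.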
D3 ag – qHTS of D3 Dopamine Receptor Agonist: qHTS; D(3) dopamine receptor (Homo sapiens), P35462; D3R DiscoveRx beta-arrestin cells, luminescence, 90 min; max activation, %; 410,000 tested, 0.58% active; in the data active means max activation above about 30%; further: 0% is about no effect; mostly tested at two doses, the higher about 12 µM
Target sequence (P35462 whole entry, looked up): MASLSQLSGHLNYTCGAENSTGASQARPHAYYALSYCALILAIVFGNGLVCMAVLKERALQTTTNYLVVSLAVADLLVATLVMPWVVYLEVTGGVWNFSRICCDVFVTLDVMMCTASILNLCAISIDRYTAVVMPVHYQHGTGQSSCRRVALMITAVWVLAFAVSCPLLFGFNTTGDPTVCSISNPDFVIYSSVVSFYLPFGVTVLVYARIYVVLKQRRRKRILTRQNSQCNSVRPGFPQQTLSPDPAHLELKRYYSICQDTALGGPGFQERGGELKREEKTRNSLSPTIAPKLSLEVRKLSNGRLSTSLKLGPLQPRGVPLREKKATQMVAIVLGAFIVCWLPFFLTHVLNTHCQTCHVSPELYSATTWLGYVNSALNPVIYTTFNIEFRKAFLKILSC
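Agonist mode: compounds and dopamine controls were applied to plated cells for 90 min at 37 degrees C after an overnight attachment at 1500 cells/well. Luminescent read-out followed 30 - 60 minutes at room temperature with DiscoveRx detection reagent.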
IL-1B inflam inh – qHTS for Inhibitors of Inflammasome Signaling: IL-1-beta AlphaLISA Primary Screen. THP-1 LPS/ATP IL-1B secretion, AlphaLISA, 16 h; stronger effect = lower value. activity change, % at 57.5 µM. 360,000 tested, 4.7% active. AID 743279, 2014; in the data active means activity change below about -50%; inconclusive means mostly about -30% to -49%; further: on the % scale 0 is the no-effect control and ±100 the full control effect
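THP-1 cells pretreated 1 hr with compounds (up to 57.5 uM final), then stimulated with LPS (250 ng/mL final) plus ATP (1.25 mM final); secreted IL-1B measured by AlphaLISA after 16 hr, decreased signal indicating inhibition.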
MCF10A rereplic – A quantitative high throughput screen for small molecules that induce DNA re-replication in MCF 10a normal breast cells. Potency, µM (titrated, usually from 46.1 µM), for inactives: at the top dose activity, positive = re-replication, most hits filed as activators. 350,000 tested, 2.9% active. AID 624296, 2012. MCF 10A DNA re-replication, Hoechst nuclear intensity, 48 h; further: potency means the concentration at half of the fitted maximal effect; % of control where 0% means no effect; nearly all actives have a fitted effect of over 50% in size
* = called active by the depositor; i = inactive; ? = inconclusive; . = no result given; [ ] = another dose, or the depositor's remark. Unless noted, the call rests on the fitted dose curve; in most records, active means well fitted curve in the direction sought with a large enough effect; inconclusive means small, poorly fitted or top-dose-only effect, or another doubt; inactive means no such curve, though single readings can be large; an effect the other way counts as inactive or inconclusive.

SMILES | HEK293 tox | KB-V1 MDR tox | KB-3-1 tox | HT1080-NT tox | HT1080 IDH1KD tx | SW480 rerep | D3 ag | IL-1B inflam inh | MCF10A rereplic
COc1ccccc1CNC(=O)COC(=O)C1CCN(S(=O)(=O)c2ccccc2)CC1 | 10.8% | 0.5% | 13.7% | -0.5% | 8.8% | -9.4% | -10.1 | 20.2 | -2.3%
Nc1nc(Cn2nnc(-c3ccccc3Cl)n2)nc(N2CCOCC2)n1 | 3.6% | -33.6% | 0.8% | -2.3% | -13.0% | -0.4% | -1.7 | 23.7 | 7.4%
Nc1cn(C2OC(CO)C(O)C2O)c(=O)[nH]c1=O (stereo not drawn) | -15.2% | 0.0% | -9.3% | 2.3% | -0.4% | -40.8%[inhibitor] | 5.3 | 30.0 | -2.4%
Cn1nnc(NC(=S)NC(=O)c2ccc(-c3ccc(Br)cc3)o2)n1 | -25.6% | 0.7% | 8.8% | -19.9% | -21.9% | -1.0% | -14.0 | -13.0 | -11.8%
CSCCC(NS(=O)(=O)c1ccc2c(c1)oc(=O)n2C)C(=O)NC1CCCCC1 (stereo not drawn) | -8.5% | ? | 1.0% | 5.9% | 0.2% | -17.9% | -5.0 | -0.9 | 11.7%
Cc1ccc(NC(=O)C(=O)NC(C)C2COc3ccccc3O2)cc1 (stereo not drawn) | -2.4% | -5.5% | 0.8% | -28.6% | ? | -1.5%[9.22 µM] | -12.4 | 7.4 | 10.5%
N#Cc1c(N)nc(SCC(=O)OCc2ccccc2)c(C#N)c1-c1ccco1 | -3.2% | 7.1% | 5.0% | 8.7% | 16.5% | -4.3% | 3.5 | 14.6 | ?
CCOc1ccc(CCNC(=O)CCNS(=O)(=O)c2ccc(Br)cc2)cc1OCC | -0.4% | -4.8% | 20.2% | 0.0% | -6.6% | -0.6% | 12.2 | 0.0 | 1.0%
COC(=O)C1=C(C)N(CCc2c[nH]c3ccccc23)C(=O)/C1=C\N(C)C | 1.2% | 0.3% | ? | -1.3% | -6.3% | ? | 1.3 | -10.3 | 1.0%
CCOC(=O)C1=C(c2ccccc2)ON(C)C1c1ccccc1 (stereo not drawn) | -3.2% | 4.4% | 8.4% | -0.5% | -4.5% | -7.0% | -3.0 | -23.3 | ?
NC(=O)CN1CCCC1c1ccc2c(c1)OCCO2 (stereo not drawn) | 8.3% | -3.3% | 18.2% | 19.5% | 10.4% | -13.7% | 2.5 | 4.6 | 3.6%
Cc1cc(C)cc(-n2c(SCC(=O)NCc3ccc(F)cc3)nc3c([nH]c4ccccc43)c2=O)c1 | 2.9% | -2.8% | -5.9% | . | . | . | 4.6 | . | .
CC(NC(=O)COC(=O)COc1ccc(C(=O)c2ccccc2)cc1)c1ccccc1 (stereo not drawn) | 4.1% | -12.2% | -2.1% | 1.3%[9.24 µM] | 12.4% | ? | -6.5 | -10.1 | -1.8%
COc1ccc(C(=O)c2c(N)c(-c3nc(-c4ccccc4)cs3)c3ccccn23)cc1 | 27.2% | 1.5% | 3.2% | . | . | . | -9.9 | . | .
O=C1OCc2cc(-n3cccc3)ccc21 | 4.8%[7.66 µM] | -13.5% | 0.0% | -5.8% | 18.2% | -3.0% | 0.2 | ? | 19.5%
CN(Cc1ccccc1)C(=O)c1[nH]cnc1C(=O)NCc1ccc(CNC(=O)OC(C)(C)C)cc1 | -2.4% | -25.8% | -20.7% | -19.7% | 2.9% | 11.9% | 69.5* | 9.1 | -16.2%
CN1CCc2c(C#N)c(N3CCCCC3)nc(NCc3ccccc3)c2C1 | 23.7% | ? | ? | ? | ? | ? | -9.3 | -7.8 | 18.4µM*
CC(C)=CCc1c(O)cc2c(c1O)C(=O)CC(c1ccccc1)O2 (stereo not drawn) | 3.3% | 20.1% | 1.8% | -1.8% | -7.6% | -2.2% | 0.5 | 21.4 | 10.2%
CCOC(=O)C(=C1Nc2ccccc2N1)n1c(-c2ccco2)nc2ccccc21 | 3.1% | -0.7% | 10.8% | -5.8% | -1.8% | . | -10.4 | 3.3 | .
C=CCN(C(=O)c1cccc(N2C(=O)C3CC=CC(C)C3C2=O)c1)c1ccccc1 (stereo not drawn) | 19.1% | ? | -5.3% | 0.2% | -9.2% | 6.8% | 2.6 | 35.2 | 25.1%
Cn1c(=O)c(=O)n(C)c2cc(S(=O)(=O)N3CCCC3C(=O)NCc3cccnc3)ccc21 (stereo not drawn) | -4.5% | 0.0% | 3.1% | ? | 2.3% | -5.9% | 5.4 | 22.9 | -3.6%
CCC(C)c1ccccc1NC(=O)c1[nH]c(C)c(C(C)=O)c1C (stereo not drawn) | 6.8% | 0.0% | 25.0% | 9.3% | 7.5% | -5.8% | 0.3 | 19.1 | 13.7%
COc1ccc(NC(=O)CN(C)S(=O)(=O)c2ccc3nc(C)sc3c2)cc1 | 9.0% | -12.5% | -0.1% | . | . | . | 3.8 | . | .
COc1ccccc1NS(=O)(=O)c1ccc(C(=O)N2CCN(c3ccccc3)CC2)cc1 | 3.1% | 10.0% | -22.5% | -0.5% | -8.8% | -3.5% | -3.0 | -7.3 | 5.4%
Cc1cc(C(=O)CSc2nnc3c(Cl)cc(Cl)cn23)c(C)n1C | -4.7% | -13.8% | 4.5% | 8.2% | 14.9% | -5.8% | 1.1 | -4.1 | 0.9%

Reprinted at random: 3 records from the list.
SMILES | HEK293 tox | KB-V1 MDR tox | KB-3-1 tox | HT1080-NT tox | HT1080 IDH1KD tx | SW480 rerep | D3 ag | IL-1B inflam inh | MCF10A rereplic
CCOc1ccc(CCNC(=O)CCNS(=O)(=O)c2ccc(Br)cc2)cc1OCC | -0.4% | -4.8% | 20.2% | 0.0% | -6.6% | -0.6% | 12.2 | 0.0 | 1.0%
C=CCN(C(=O)c1cccc(N2C(=O)C3CC=CC(C)C3C2=O)c1)c1ccccc1 (stereo not drawn) | 19.1% | ? | -5.3% | 0.2% | -9.2% | 6.8% | 2.6 | 35.2 | 25.1%
Cc1cc(C)cc(-n2c(SCC(=O)NCc3ccc(F)cc3)nc3c([nH]c4ccccc43)c2=O)c1 | 2.9% | -2.8% | -5.9% | . | . | . | 4.6 | . | .

Continued:
SMILES | HEK293 tox | KB-V1 MDR tox | KB-3-1 tox | HT1080-NT tox | HT1080 IDH1KD tx | SW480 rerep | D3 ag | IL-1B inflam inh | MCF10A rereplic
Cc1ccc(N2C(=O)c3cccc(Oc4ccc(Cl)cc4)c3C2=O)c(C)c1 | 0.9% | 0.2% | 0.0% | -18.2% | -18.0% | 0.4% | -9.3 | 35.2 | 0.4%
Cn1c2ccccc2c(=O)c2ccc(C#CC3(O)CCCCC3)cc21 | 125.0%[activator] | ? | ? | ? | ? | ? | 5.9 | -53.8* | -3.8%
CCNc1nc(SCCOc2ccc(Br)cc2)nc(N(C)C)n1 | 8.4% | 0.1% | -4.4% | -0.2% | -6.3% | -73.8%[inhibitor] | 3.9 | 5.5 | ?
Cc1cc(NCCCCCCCNc2cc(C)nc3cc([N+](=O)[O-])ccc23)c2ccc([N+](=O)[O-])cc2n1 | ? | 20.6µM* | ? | ? | ? | ? | -14.0 | -103.2* | 3.66µM*
Cc1ccc(S(=O)(=O)N2C[C@H]3C(=O)C[C@@H](c4ccc(Cl)cc4)N(S(=O)(=O)c4ccc(C)cc4)[C@H]3C[C@H]2c2cccc3ccccc23)cc1 | 4.5% | 7.1% | 0.0% | ? | 27.2% | . | 0.6 | 36.5 | .
Cc1cccc(C)c1N1CCN(S(=O)(=O)N2CCOCC2)CC1 | 3.1% | 16.4µM* | -8.2% | 5.4% | -15.2% | -0.6% | -18.7 | 0.0 | -2.8%
COc1ccc(S(=O)(=O)N2CCN(S(=O)(=O)c3ccc(C(F)(F)F)cc3)CC2)cc1C | 1.8% | 0.0% | 0.1% | -13.7% | 0.7% | 6.5% | -12.0 | 2.8 | 1.5%
Cc1ccccc1OCC(O)Cn1c(NCc2ccco2)nc2c1c(=O)[nH]c(=O)n2C (stereo not drawn) | -17.5% | -10.7% | -10.2% | ? | 5.7%[9.24 µM] | -2.6% | -3.3 | 27.3 | 5.2%
COc1cc(OC)c(NC(=O)Cn2cccc2)cc1Cl | 4.5% | ? | -2.2% | 8.1% | 3.8% | -0.2% | 4.8 | -12.3 | 17.4%
CC1(Cc2ccc(C(F)(F)F)o2)C(=O)Nc2ccc(-c3cccc(C(F)(F)F)c3)cc21 (stereo not drawn) | ? | ? | ? | ? | ? | . | 1.9 | -8.7 | .
CCOc1ccccc1C(=O)NC(C)c1ccc(-n2ccnc2)cc1 (stereo not drawn) | -2.2% | ? | 0.5% | 9.0% | 18.1% | -4.3% | 2.9 | i | 12.8%
O=C(CCc1nc(-c2ccc(Cl)cc2)no1)NC1CCCC1 | -22.3% | -8.9% | 7.4% | 5.9% | 0.0% | -5.3% | 14.4 | -8.4 | 1.1%
O=C(Cn1cnc2c(nnn2Cc2ccc(F)cc2)c1=O)Nc1ccc2c(c1)OCCO2 | 5.3% | 8.1% | 2.8% | 0.7% | 0.8% | ? | 2.6 | 15.4 | 16.4µM*
CC(=O)c1ccc(NC(=S)NCCc2ccccn2)cc1 | -2.3% | 14.2% | 19.3% | 17.0% | 19.2% | 7.9% | 1.0 | -7.1 | 1.9%
Cc1cc(Br)ccc1SCC(=O)OCC(=O)Nc1ccccc1C#N | -8.5% | 14.2% | 3.6% | 15.1% | 0.0% | 3.0% | -2.0 | -4.2 | 1.6%

From PubChem
